hcGAS inh – blocks human cGAS activity; Q8N884; recombinant h-cGAS, ATP depletion, Kinase-Glo luminescence; 0.081% of 290,000 active; inhibition, % at 12.5 µM;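 also: 0% = vehicle reaction and 100% = reaction without DNA for no activity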
Target sequence (Q8N884 whole entry, looked up): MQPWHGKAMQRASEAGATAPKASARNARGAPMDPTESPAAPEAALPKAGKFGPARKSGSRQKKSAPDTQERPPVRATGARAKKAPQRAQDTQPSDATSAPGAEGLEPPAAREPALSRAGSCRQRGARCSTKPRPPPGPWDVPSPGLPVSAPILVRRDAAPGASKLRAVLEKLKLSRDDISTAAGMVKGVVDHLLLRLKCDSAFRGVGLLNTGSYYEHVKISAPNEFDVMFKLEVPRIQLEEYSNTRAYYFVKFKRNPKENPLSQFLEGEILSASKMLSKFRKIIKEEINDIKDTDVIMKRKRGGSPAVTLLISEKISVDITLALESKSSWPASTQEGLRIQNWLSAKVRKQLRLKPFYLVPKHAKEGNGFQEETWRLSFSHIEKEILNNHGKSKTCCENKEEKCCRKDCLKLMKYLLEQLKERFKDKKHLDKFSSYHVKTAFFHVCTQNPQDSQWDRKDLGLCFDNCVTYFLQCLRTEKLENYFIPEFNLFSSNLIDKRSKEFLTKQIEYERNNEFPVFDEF
NPYLR7 agonist – activates Aedes aegypti NPYLR7 receptor; 0.15% of 270,000 active; HEK293T NPYLR7/Galpha15, GCaMP6s calcium fluorescence; activation, % at 10 µM; in the data active = activation above about 40%;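 also: 0% = vehicle and 100% = reference agonist at the receptor; some compounds past the cut are filed as inactive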
mcGAS lum – inhibitors of mouse cGAS. Q8C6L5. recombinant cGAS, Kinase-Glo ATP depletion luminescence. inhibition, % at 12.5 µM. 0.15% of 160,000 active;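 also: 0% = negative control wells and 100% = reference inhibitor with no enzyme activity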
Starred values were filed as active, the others as inactive; . = not tested or not shown; & = joins results of further samples. Rule as the data show it, unless noted: active = inhibition above about 40%; inactive = the rest.

SMILES | hcGAS inh | NPYLR7 agonist | mcGAS lum
O=C(C1=COCCC1)N1CCN(CCOc2ccc3c(c2)CCC3)CC1 | -8 | 3 | .
CCCCNC(=O)CSc1nc2c(-c3ccccc3)c[nH]c2c(=O)n1C1CC1 | -5 | -3 | -8
CN1CCN(n2ccc3nc4ncnn4c(-c4ccc(Cl)cc4)c3c2=O)CC1 | 0 | -11 | -7
COc1ccc(S(=O)(=O)N2CCC(Cc3ccccc3)CC2)cc1N1CCN(S(=O)(=O)c2ccc(NC(C)=O)cc2)CC1 | 1 | 15 | -5
CC1CCC2(CC1)NC(=O)N(NC(=O)c1ccc3c(c1)C(=O)N(CC1CCCO1)C3=O)C2=O (centres undefined) | 3 | 0 | .
COC(=O)NC(C)c1cc(C)ccc1C (centres undefined) | -13 | 5 | .
O=C(C(Br)=CNc1ccccn1)C(F)(F)F | 0 | 2 | -4
Cc1sc2nc(C(C)C)nc(N3CCN(C(=O)Nc4ccc(F)c(Cl)c4)CC3)c2c1C | -7 | 15 | -5
N#Cc1ccc(Cl)cc1N=CCc1nnnn1-c1ccc2ccccc2c1 | -4 | 8 | .
Nc1ccccc1OCCOCCOc1ccccc1N | 0 | -2 | -2
c1ccc(-c2cc(N3CCCCCCCC3)n3ncnc3n2)cc1 | -1 | -7 | 0
Cc1cc(C(=O)N2C[C@@H]3[C@H](C2)[C@H]2CC[C@@H]3O2)c2c(C)nn(C)c2n1 | -6 | 6 | .
CC(C)(C)c1ncc(NC(=O)N2CCCC2Cc2ccccc2)cn1 (centres undefined) | -16 | 1 | .
O=[N+]([O-])c1cnc(Nc2cccc(O)c2)c([N+](=O)[O-])c1 | -12 | -3 | -6
CNc1oc(-c2ccc(COc3ccccc3C)o2)nc1C#N | -3 | -1 | -5
CCOC(=O)c1nn(-c2ccc(C)cc2)c(=N)s1 | -2 | -9 | -5
Cc1cnccc1NCCn1cc(-c2ccc3c(c2)OCCO3)nn1 | -2 | -5 | .
Cc1n[nH]c(C)c1Cc1nc(C2(c3ccc(F)cc3)CCOC2)no1 (centres undefined) | -4 | 8 | .
O=C(NCc1ccncc1)C1COC2(CCCCC2)N1C(=O)c1ccccc1C(F)(F)F (centres undefined) | -13 | 6 | -5
CCOC(=O)c1ccc2c(c1)nc(SCc1ccccc1OC)n2Cc1cccc(F)c1 | 0 | 8 | -5
CNc1ccc(-c2cccc(C(=O)NCCO)c2)cn1 | -16 | -1 | .
CC=CCn1c(=O)c2c(nc3n2CCCN3c2ccc(OC)c(Cl)c2)n(C)c1=O | -6 | 17 | .
Cc1ccc(S(=O)(=O)Nc2ccc3c(c2)OCCO3)c(Cl)c1 | -3 | 14 | .
CCN(CC)c1onc(-c2ccccc2)c1CN(CCN(C)C)C(=S)Nc1ccc(F)cc1 | -6 | 3 | -7
CN1C(=O)c2ccc(NC(=O)c3c(F)cccc3F)cc2C1=O | -3 | 1 | -4

Arranged by SMILES length (ascending): 7 of the compounds above.
SMILES | hcGAS inh | NPYLR7 agonist | mcGAS lum
COC(=O)NC(C)c1cc(C)ccc1C (centres undefined) | -13 | 5 | .
O=C(C(Br)=CNc1ccccn1)C(F)(F)F | 0 | 2 | -4
CC(C)(C)c1ncc(NC(=O)N2CCCC2Cc2ccccc2)cn1 (centres undefined) | -16 | 1 | .
Cc1ccc(S(=O)(=O)Nc2ccc3c(c2)OCCO3)c(Cl)c1 | -3 | 14 | .
O=C(C1=COCCC1)N1CCN(CCOc2ccc3c(c2)CCC3)CC1 | -8 | 3 | .
O=C(NCc1ccncc1)C1COC2(CCCCC2)N1C(=O)c1ccccc1C(F)(F)F (centres undefined) | -13 | 6 | -5
COc1ccc(S(=O)(=O)N2CCC(Cc3ccccc3)CC2)cc1N1CCN(S(=O)(=O)c2ccc(NC(C)=O)cc2)CC1 | 1 | 15 | -5

Remaining list, next part.
SMILES | hcGAS inh | NPYLR7 agonist | mcGAS lum
CCc1cnc(C)nc1N(C)Cc1cnn(C)c1C | -9 | . | -12
O=C(OCCN1C(=O)c2cccc3c(N4CCOCC4)ccc(c23)C1=O)c1ccccc1[N+](=O)[O-] | -8 | -2 | -6
Cc1[nH]cnc1-c1nccn1CC(c1cccnc1)N1CCOCC1 (centres undefined) | -5 | 5 | -12
Cc1nn(C)c(C)c1CC(=O)Nc1ccc(N2CCC(O)CC2)cc1 | -5 | -6 | .
O=C(NCc1cccs1)c1cncn1-c1cccc(-c2cccc(OC(F)(F)F)c2)c1 | -1 | 3 | -4
Cc1ccccc1Cn1c(=O)c2c(nc3n(CCCN4CCOCC4)c(C)c(C)n23)n(C)c1=O | -7 | 5 | .
COc1ccc(-c2nnc3ccc(OCCNC(=O)c4ccco4)nn23)cc1OC | 2 | 0 | .
NC(=O)c1ccccc1 | 1 | 1 | -3
COCCN(Cc1csc(COc2ccccc2OC)n1)C(=O)c1cccc(C)c1 | -5 | -9 | -9
Cc1ccc(Nc2nc(N3CCN(Cc4ccccc4)CC3)nc3nccnc23)cc1 | 0 | 2 | .
Cc1ccc(O)c(CN(C)CCCc2c(C)n[nH]c2C)c1 | -5 | 6 | -13
NC(=O)C1CCCCC1Nc1ncnc2cc(F)c(F)cc12 (centres undefined) | 3&10 | -23&-5 | 7
Cc1ccc(NC(=O)C2CSCN2C(=O)c2ccnc(N(C)C)c2)cc1C (centres undefined) | -7 | 1 | -16
COc1ccccc1NC(=O)NCCn1nc(-c2ccc(C)cc2)ccc1=O | -7 | 9 | -7
Cc1onc(-c2ccccc2)c1C(=O)NCc1ccc(F)cc1 | -2 | -3 | .
CC(=O)NC1C(=O)N(CCCOc2ccccc2)c2ccccc21 (centres undefined) | -10 | 14 | -6
COc1ccc(CC2(CO)CCN(Cc3nc4ccccc4nc3C)CC2)cc1 | -12 | 0 | -10
CCC1=NOC(Cn2cnc(-c3ccccc3)c2CCn2nc(C)cc2C)C1 (centres undefined) | -3 | 0 | .
CN1CCCC(C(=O)N(C)CCc2ncon2)C1 (centres undefined) | -11 | . | -7
Cc1cc(C)c(S(=O)(=O)NCCCN2CCOCC2)c(C)c1 | -6 | 2 | -8
COC(=O)c1cc(NC(=O)C2CC(=O)NC(=NCc3ccc(OC)cc3)S2)cc(C(=O)OC)c1 (centres undefined) | -4 | -1 | .
Cc1cccc(-c2noc(N3CCOCC3)c2CN(Cc2ccc(F)cc2)C(=O)C2CCCC2)c1 | -5 | 9 | -5
COc1ccc(S(=O)(=O)N2CCC(Cc3ccccc3)CC2)cc1N1CCN(C(=O)C2CCC2)CC1 | 1 | 24 | -8
CCCCC(c1cccnc1)N(C)C(=O)c1cn2c(n1)CNCC2 (centres undefined) | 2 | -2 | 1
Cc1nnc(SCC(=O)NN2C(=O)NC3(CCCCC3)C2=O)n1C | -10 | 1 | .

Structures shown so far containing a nitro group on carbon, in the order listed:
SMILES | hcGAS inh | NPYLR7 agonist | mcGAS lum
O=[N+]([O-])c1cnc(Nc2cccc(O)c2)c([N+](=O)[O-])c1 | -12 | -3 | -6
O=C(OCCN1C(=O)c2cccc3c(N4CCOCC4)ccc(c23)C1=O)c1ccccc1[N+](=O)[O-] | -8 | -2 | -6

Further compounds follow:
SMILES | hcGAS inh | NPYLR7 agonist | mcGAS lum
Cc1cccn2c(Cc3nn4c(C(C)C)nnc4s3)cnc12 | -6 | 5 | .
C=CCOc1c(OC)ccc2c1CN(C)C(=O)CCN2C(=O)c1ccno1 | -9 | 0 | -8
COc1ccc(-c2cn[nH]c2-c2ccc(OCCN3CC(C)OC(C)C3)cc2O)cc1OC (centres undefined) | -5 | -1 | -8
CN1CCCn2nc(C(=O)NC(c3nccn3C)C3CC3)cc2C1 (centres undefined) | -4 | . | -10
COc1cc(CNCCSc2nccn2C)ccc1OCC(O)CN1CCC(O)CC1 (centres undefined) | -7 | -1 | .
CCOCCCNC(=O)c1cc(NC(=O)c2ccc([N+](=O)[O-])cc2)ccc1N1CCCC1 | -3 | -1 | -4
CC(=NN=C(N)N)c1ccc(F)cc1 | 2 | -4 | .
COc1ccc(-c2cc(C)nc(N)n2)c(-n2nc(C)cc2C)c1 | -4 | 8 | .
COc1cc2oc(-c3ccc(O)cc3O)cc2c(OC)c1CC=C(C)C | -2 | -13 | -1
O=C(NCCc1ccc(O)cc1)c1ccc(CN2C(=O)CCC2=O)cc1 | 1 | -2 | .
O=C1OCCC1Sc1ccc2ccccc2n1 (centres undefined) | -7 | 7 | -4
Cc1cc(F)ccc1NC(=O)C1CCN(c2nccs2)CC1 | -4 | 6 | .
COc1ccc(CCNC(=O)c2ccc3oc(-c4cccc(F)c4)nc3c2)cc1 | -2 | 18 | .
O=C(NC1Cc2ccccc2C1)c1ccccc1C1CCNC1 (centres undefined) | -2 | 9 | .
O=C(Nc1cccc(-c2cccc(Cl)c2)c1)C1CCN(C(=O)C2CCOC2)CC1 (centres undefined) | -6 | -1 | .
CCC(CC)NC(=O)Cc1csc2nc(C34CC5CC(CC(C5)C3)C4)cn12 | -1 | 6 | .
COc1ccc(C2CCCN2c2ccc3nnnn3n2)c(OC)c1 (centres undefined) | -3 | -3 | .
CC(C)Cc1noc(CN(C)C(=O)c2ncc[nH]2)n1 | -5 | 12 | .
O=C(Nc1cccc(-c2cccc(-c3ccc(F)cc3)n2)c1)c1ccc(Cl)nc1 | -2 | -7 | -4
COc1ccc(C(=O)Nc2ccccc2)cc1S(=O)(=O)NCc1ccccc1 | -5 | -11 | -4
COc1cccc(C(CN2CCN(C(=O)COCc3ccccc3)CC2)OCc2ccc(C)cc2)c1 (centres undefined) | -8 | 5 | -8
CC(C)CN(Cc1ccccc1C#N)Cc1cccn1Cc1cccc(C(F)(F)F)c1 | -5 | 6 | -8
CC(C)=CCC/C(C)=C/c1c(-c2ccccc2)ncn1Cc1nnc(C)o1 | -4 | 19 | -9
CC(C)(C)c1cc2nc(-c3ccccc3F)cc(C(=O)NC3CCN(Cc4ccccc4)CC3)n2n1 | -9&-3 | -7&24 | -9&-8
O=S(=O)(Nc1ccc(F)c(F)c1F)c1ccc2ccccc2c1 | -9 | 5 | .

(next part)
SMILES | hcGAS inh | NPYLR7 agonist | mcGAS lum
COC(=O)c1ccc(C2C(C(N)=O)C(=O)NC(O)(c3ccccc3)C2C#N)cc1 (centres undefined) | -7 | 5 | .
Cc1noc(CNc2cc(Cl)ccc2Oc2ccccc2)n1 | -8 | -6 | .
CCOC(=O)C1=C(C)NC(C)=C(C(=O)OCC)C1C(=O)OCc1ccc(C(=O)OC)o1 | -6 | 0 | -5
Cc1ccc(-n2ncc3c(=O)n(NC(=O)Cc4ccc(Cl)cc4)cnc32)cc1 | -10 | 2 | .
CCN(CC)Cc1cc(NC2=NS(=O)(=O)c3ccccc32)ccc1O | 5 | 3 | -8
O=C(CC1C(=O)NCCN1CC1CCCCC1)NCCOc1cccnc1 (centres undefined) | -2 | -2 | .
CCOC(=O)C1CCCN(C(=O)CC(c2ccc(Cl)c(C(F)(F)F)c2)c2c[nH]c3ccccc23)C1 (centres undefined) | 3 | 4 | -2
COc1cccc(CN2C(=O)C3(SCCN3C(=O)Nc3ccc(C)c(Cl)c3)c3ccccc32)c1 (centres undefined) | -11 | 9 | -6
O=S1(=O)CCC(Nc2ncnc3cc(-c4ccc(Br)cc4)sc23)C1 (centres undefined) | -5&-9 | 4&3 | .
COc1ccc(CNC(=O)c2cccnc2N2CCN(S(=O)(=O)c3ccc(OC)cc3OC)CC2)cc1 | -10 | 23 | -6
CNC(=O)c1ccc(N2C(=S)N(c3cnc(C#N)c(C(F)(F)F)c3)C(=O)C23CCC3)cc1F | -2 | -12 | -3
CCOC(=O)C1(Cc2ccccc2)CCN(Cc2cccc(F)c2F)CC1 | -6 | 6 | .
COCCCN(CC(=O)N1CCc2sccc2C1COc1cccc(OC)c1)C(=O)c1cccs1 (centres undefined) | 1 | -5 | 1
Cc1ccc(C)c(NC(=O)CCN2CCC(OCc3cccnc3)CC2)c1 | -2 | 1 | 1
C=CCn1c(=O)c(C(=O)Nc2ccc(C)cc2C)c(O)c2ccccc21 | -5 | 1 | -1
O=C(Nc1cccc(-c2cc3ccccc3[nH]2)c1)C1CCCN(Cc2ccc(CO)o2)C1 (centres undefined) | -4 | -1 | .
CSCC[C@H](NC(C)=O)C(=O)N1CCC(c2noc(C)n2)CC1 | -14 | . | -7
CC(C)N(C(=O)COc1ccc(I)cc1)c1cccnc1 | -9 | -2 | .
CC(C)N1CCC(N2CCN(Cc3cccn3-c3ccccn3)CC2CCO)CC1 (centres undefined) | -2 | 6 | -14
COc1cccc(C2c3[nH]c4ccccc4c3CCN2Cc2ccc(Cl)s2)c1 (centres undefined) | -5 | -5 | -6
Cc1ccc(Oc2cc(-c3ccccc3)nc(SCc3cccc(C#N)c3)n2)cc1 | -3 | 2 | .
Cc1oc2cc(O)ccc2c(=O)c1-c1nc2ccccc2n1C | 2 | -13 | -5
CCCc1nnc2sc(/C=C/c3ccccc3OC)nn12 | 1 | 6 | 0
CCc1ccc(-c2cc3c(=O)n(Cc4nc(-c5ccc(Cl)cc5)oc4C)ccn3n2)cc1 | -3 | -1 | -9
COCCN1N=C(c2ccc(Cl)cc2)Cn2c1nc1c2c(=O)n(CCOC)c(=O)n1C | 5 | 1 | -9

More results:
SMILES | hcGAS inh | NPYLR7 agonist | mcGAS lum
Cc1ccc(C)c(OCC(=O)N2CCN(S(=O)(=O)c3ccc(F)c(F)c3)CC2)c1 | -11 | 9 | .
O=C(c1ccc(F)cc1)N1CCN(C(C(=O)N2CCCC2)C2CCCC2)CC1 (centres undefined) | 2 | -7 | 0
Cc1cc(OC(=O)c2ccc(S(=O)(=O)N3CCCCC3)cc2)c([N+](=O)[O-])c(=O)[nH]1 | -7 | -5 | -7
Cc1ccsc1C(=O)N1CCN2C(=O)CNC(=O)C2C1 (centres undefined) | -1 | 2 | -12
O=C(CNC(=O)C1CC1(c1ccccc1)c1ccccc1)NCc1ccccn1 (centres undefined) | -4 | 1 | -3
CCSc1nnc(NC(=O)/C=C/c2ccccc2)s1 | 1 | -4 | -8

Source: PubChem BioAssay (Fisher Drug Discovery Resource Center)
